Bioassay records from PubChem BioAssay.
OPRM1-OPRD1 inv: mu-delta opioid heterodimer inverse agonism; P35372+P41143; cell-based MOR-DOR heterodimer luminescence; inhibition, % at 9.3 µM; actives 0.21% (n = 340,000); AID 504357; in the data active = inhibition above about 22%, passing the limit was not always enough;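 note: 0% = cells with DMSO and 100% = wells without cells with DMSO; values of inactives mirror those of a sister screen read the other way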
PKA-R2B act: activates the human PKA-R2B holoenzyme complex | PKA-R2B holoenzyme dissociation, Cy5-IP20 fluorescence polarization; R2B truncated from residue 108, S112A mutant; 0% DMSO only, 100% 113 µM cGMP | P22694+P31323 | AID 504700 | actives 0.079% (n = 340,000) | activation, % at 11.4 µM;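 active = activation above a cutoff set at the mean over all compounds plus 3 SD, cut at about 18% in these data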;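 note: higher means more holoenzyme dissociation and a rise in polarization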
Target sequence (P31323 whole entry, looked up, other chains not shown, the tested form may be a part): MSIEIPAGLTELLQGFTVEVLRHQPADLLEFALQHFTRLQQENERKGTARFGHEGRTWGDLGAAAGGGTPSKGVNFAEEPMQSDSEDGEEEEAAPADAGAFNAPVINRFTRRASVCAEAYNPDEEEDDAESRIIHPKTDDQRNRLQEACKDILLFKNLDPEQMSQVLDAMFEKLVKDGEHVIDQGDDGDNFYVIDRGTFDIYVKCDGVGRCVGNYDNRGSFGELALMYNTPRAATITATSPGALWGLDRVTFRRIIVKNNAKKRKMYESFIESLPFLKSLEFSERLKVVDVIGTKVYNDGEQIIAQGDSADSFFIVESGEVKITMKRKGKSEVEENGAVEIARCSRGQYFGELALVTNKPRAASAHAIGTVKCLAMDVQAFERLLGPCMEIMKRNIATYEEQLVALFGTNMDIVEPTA
OPRM1-OPRD1 ag: OPRM1-OPRD1 heterodimerization agonism; P35372+P41143; AID 504326; cells, luminescence; actives 0.3% (n = 340,000); activation, % at 9.3 µM; in the data active = activation above about 18%;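 note: 0% = vehicle-treated cells and 100% = reference agonist; values of inactives mirror those of a sister screen read the other way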
PKA-R1A act: activates the PKA-R1A holoenzyme complex; P00514+P68181; PKA-R1A dissociation, Cy5-IP20 fluorescence polarization; scaled: DMSO 0%, 113 µM cGMP 100%; activation, % at 11.4 µM; actives 0.083% (n = 340,000); AID 504707;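 active = percent activation above the mean of all tested compounds plus 3 SD, cut at about 19% in these data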;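 note: higher means more PKAc released from R1A so a rise in polarization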
DAGLB inh: diacylglycerol lipase beta (human) inhibition | inhibition, % at 5.17 µM | actives 0.059% (n = 340,000) | HEK293T DAGLB membrane lysate, EnzChek fluorogenic substrate; in the data active = inhibition above about 34%;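 note: 0% = enzyme with vehicle and 100% = wells lacking enzyme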
Target sequence (Q8NCG7 whole entry, looked up): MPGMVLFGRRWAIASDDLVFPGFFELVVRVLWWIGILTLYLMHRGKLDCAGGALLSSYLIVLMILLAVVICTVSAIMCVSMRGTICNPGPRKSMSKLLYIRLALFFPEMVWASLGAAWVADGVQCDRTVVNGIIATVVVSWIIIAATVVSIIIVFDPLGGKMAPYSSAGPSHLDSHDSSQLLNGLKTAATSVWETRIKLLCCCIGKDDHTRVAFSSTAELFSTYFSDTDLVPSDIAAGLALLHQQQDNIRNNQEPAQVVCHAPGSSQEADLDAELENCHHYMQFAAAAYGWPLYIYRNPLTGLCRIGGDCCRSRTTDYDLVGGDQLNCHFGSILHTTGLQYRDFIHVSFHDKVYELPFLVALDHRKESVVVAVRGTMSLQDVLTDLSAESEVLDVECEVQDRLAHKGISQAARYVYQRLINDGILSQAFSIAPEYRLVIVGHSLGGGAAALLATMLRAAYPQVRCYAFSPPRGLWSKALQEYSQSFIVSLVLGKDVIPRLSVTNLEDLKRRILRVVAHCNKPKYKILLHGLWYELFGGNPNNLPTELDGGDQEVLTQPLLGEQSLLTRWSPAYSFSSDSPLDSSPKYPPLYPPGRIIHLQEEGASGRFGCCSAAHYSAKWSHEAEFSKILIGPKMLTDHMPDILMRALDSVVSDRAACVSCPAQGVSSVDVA
DSG3 Ab inh: inhibitors of pemphigus antibody binding to human desmoglein-3; P32926; DSG3-coupled beads, scFv-anti-DSG3-GFP binding, flow cytometry; active compounds read low; binding (percent of control), % at 10 µM; actives 0.48% (n = 310,000); AID 588358;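 active = binding more than 3 SD below its plate's average and above zero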;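 note: hits lower antibody fragment binding to DSG3; some compounds called inactive have numbers as strong as hits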
V-ATPase pHluor: yeast V-ATPase proton transport regulation by pHLuorin | response, % at 10 µM | actives 0.37% (n = 350,000) | S. cerevisiae, pHLuorin cytosolic pH fluorescence; in the data active = response mostly above about 7.3%, no sharp cut-off; inactive = mostly below about 5.4%; note: actives read high; inactives centre near 0; some compounds called inactive have numbers as strong as hits; reference of the scale not given here
HTR5A inv ctr: counter-screen for OPRM1-OPRD1 inverse agonists: human HTR5A inverse agonism; HTR5A cell line, luminescence; inhibition, % at 9.3 µM; actives 0.083% (n = 340,000); AID 504634; in the data active = inhibition mostly above about 23%, no sharp cut-off; inactive = mostly below about 18%;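 note: 0% = cells with DMSO and 100% = no-cell wells with DMSO; some compounds called inactive have numbers as strong as hits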
HTR5A ag ctr: HTR5A agonism, opioid heterodimer counter-screen; P47898; HTR5A agonist assay, luminescence, cell-based; activation, % at 9.3 µM; actives 0.61% (n = 340,000); AID 504692; in the data active = activation mostly above about 9.5%, no sharp cut-off; inactive = mostly below about 7.6%;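 note: 0% = cells with vehicle only and 100% = reference agonist; strong numbers were not always called active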
Arrestin-AP2 inh: inhibitors of human beta-arrestin and AP2 interaction; inhibition, % at 10 µM; actives 0.31% (n = 340,000); FITC-arrestin peptide / GST-AP2 beads, flow cytometry; AP2 beta2 appendage carries R879A mutation;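 active = inhibition above a set limit, near 3 SD of compounds lacking own fluorescence, cut at about 54% in these data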;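 note: plate controls were DMSO wells for no effect and 5 µM unlabelled arrestin peptide for full effect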
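System: GST-AP2 R879A glutathione beads. Medium: PBS with 0.05% Tween 20 and 0.1% BSA. Also added: FITC-arrestin peptide, 50 nM. Incubation: 12 min plus 1 h, RT. Measured by: high-throughput flow cytometry of beads, ex 488, em 535 nm. Evaluation: percent drop in bead-associated FITC signal.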
An asterisk follows results filed as active; . = no result given.

SMILES	OPRM1-OPRD1 inv	PKA-R2B act	OPRM1-OPRD1 ag	PKA-R1A act	DAGLB inh	DSG3 Ab inh	V-ATPase pHluor	HTR5A inv ctr	HTR5A ag ctr	Arrestin-AP2 inh
Cc1c(Cl)cccc1NC(=O)CCCn1nc([N+](=O)[O-])cc1C	16	-9	-3.1	-14	1	110	0	11	-5	18
COc1ccc(C(c2nnnn2C2CCCC2)N2CCN(c3ccccc3)CC2)cc1 (stereo unspecified)	-61	-4	10	-5	4	78	-1	-21	3	10
CCOC(=O)C1=C(C)N(C)C(C)=C(C(=O)OCC)C1c1ccc(C(=O)OC)cc1	15	3	-3.1	0	-3	109	-2	13	-6	12
O=C1c2ccccc2C(=O)c2c(/C=C/N3CCCCC3)ccnc21	-30	-7	6.0	5	6	.	-14	-23	6	-1
Cc1nc(SCc2nc3ccc(Br)cc3[nH]2)c2oc3ccccc3c2n1	9	-7	-1.6	3	-9	99	0	-8	2	21
CCOC(=O)C(C)Sc1snnc1C (stereo unspecified)	19	-4	-3.7	-1	2	97	-1	-12	2	-3
O=C(COC(=O)/C=C/c1cccc(F)c1)Nc1ncccn1	-2	1	0.3	5	-3	83*	-4	-8	3	4
C/C(=C/CCC(C)(O)C1CC[C@@]2(C)[C@@H]3CC=C4[C@@H](CC[C@H](O[C@H]5O[C@@H](CO)[C@H](O)[C@@H](O)[C@@H]5O)C4(C)C)[C@]3(C)C(=O)C[C@]12C)CO[C@@H]1O[C@H](CO)[C@@H](O)[C@H](O)[C@H]1O (stereo partly specified)	6	-1	-1.1	3	-2	109	3	3	-2	-3
O=C(CSc1nc(-c2ccco2)cc(C(F)(F)F)n1)NCCCN1CCOCC1	-2	5	0.5	6	0	.	1	-1	0	42
CN(C)C(=O)Cn1c(SCC(=O)Nc2ccc3c(c2)OCO3)nc2ccccc21	.	0	.	-10	-2	115	2	.	.	3
COc1ccc(/C=C/C(=O)OCC(=O)NCc2ccco2)c(OC)c1	13	0	-2.8	3	-8	112	-6	8	-3	3
COc1nc(Nc2cccc(C(F)(F)F)c2)nc(OC)n1	-34	2	6.1	-7	-1	120	1	-14	4	-6
COc1ccc(C(=O)NNC(=O)CCC(=O)Nc2ccc(C)cc2C)cc1	5	11	-0.9	-12	-1	109	-4	-30	11	-2
COc1ccccc1CNC(=O)c1ccc(N2CCOCC2)c([N+](=O)[O-])c1	8	6	-1.6	-6	4	101	2	13	-5	-7
O=c1c2c3nc4ccccc4nc3n(CC3CCCO3)c2ncn1CCc1ccccc1 (stereo unspecified)	1	-1	-0.1	1	0	93	-1	-9	1	-13
COc1ccccc1Oc1nc2c(c(=O)n(Cc3ccccc3F)c(=O)n2C)n1C	20	2	-3.4	-6	-1	101	1	21	-1	2
C=C1c2nc3ccccc3n2C=C(c2ccc(C)cc2)N1c1ccccc1	-40	-8	7.8	-5	-3	100	-9	2	0	31
Cc1nc2ccc(N)nc2nc1C	14	3	-2.8	-9	-2	107	-3	-1	0	-5
Cc1nccn1CCC(=O)Nc1ccc(Cl)cc1	16	-1	-3.0	-4	-3	102	-3	-27	9	2
O=C(Nc1ccc(NC(=O)C2CC2)nc1)c1ccncc1	5	-1	-0.9	-6	-6	101	-4	4	-1	5
CCC(C)NC(=O)C(Cc1ccccc1)NS(=O)(=O)c1ccc2c(c1)CCC(=O)N2 (stereo unspecified)	16	1	-3.2	0	0	105	2	-20	1	14
CC(C)c1ccccc1-n1cc[nH]c1=S	0	-6	0.0	5	0	112	2	-1	0	36
CCc1c(C#N)c(N)nc(SCC(=O)OCc2ccccc2)c1C#N	2	-3	-0.5	-15	1	99	-2	11	2	31
O=C(NCCN1CCOCC1)c1ccc(NS(=O)(=O)c2ccccc2)cc1	15	2	-2.7	0	-1	110	-1	3	0	-18
COC(=O)c1ccc(NS(=O)(=O)c2cc(-c3cc(C)no3)ccc2OC)cc1	13	-1	-2.5	-7	0	.	1	2	-1	-9
Cc1ccc(C(=O)NCC(=O)Nc2ccc(C)c(S(=O)(=O)Nc3ccc(Cl)cc3)c2)s1	-9	-9	1.6	-15	-3	82	2	3	-1	0
Nc1nncn1C(=O)c1cc(Br)ccc1Cl	5	-5	-0.9	-6	-1	121	4	11	1	9
Cc1cc(=O)oc2cc(OC(C)C(=O)O)c(Cl)cc12 (stereo unspecified)	-7	2	1.1	1	-3	101	0	9	-4	-2
Nc1nonc1C(=O)NCCNC(=O)c1ccc(Cl)cc1	5	-6	-0.6	-12	0	.	-4	4	-1	20
COc1ccc(OC)c2[nH]c(=O)c(CCNS(=O)(=O)c3ccc(Cl)cc3)cc12	-6	-6	1.1	-6	4	107	4	-4	1	-3

Overlap with the part before: 2 compounds, then new ones.
SMILES	OPRM1-OPRD1 inv	PKA-R2B act	OPRM1-OPRD1 ag	PKA-R1A act	DAGLB inh	DSG3 Ab inh	V-ATPase pHluor	HTR5A inv ctr	HTR5A ag ctr	Arrestin-AP2 inh
Nc1nonc1C(=O)NCCNC(=O)c1ccc(Cl)cc1	5	-6	-0.6	-12	0	.	-4	4	-1	20
COc1ccc(OC)c2[nH]c(=O)c(CCNS(=O)(=O)c3ccc(Cl)cc3)cc12	-6	-6	1.1	-6	4	107	4	-4	1	-3
OCCSc1nnc(Nc2ccccc2)s1	9	-3	-1.5	1	0	109	3	11	-4	-10
CCOc1ccc(N2CC(C(=O)N3CCc4ccccc4C3)CC2=O)cc1 (stereo unspecified)	8	-21	-1.5	-1	5	110	2	4	-1	9
O=C(NC12CC3CC(CC(C3)C1)C2)c1ccc(COc2ccc(Cl)cc2[N+](=O)[O-])o1	-6	6	1.3	-1	-7	111	-2	-5	-4	3
CCOc1ccc(S(=O)(=O)N2CCC(C(=O)NCc3ccccn3)CC2)cc1C	-11	10	1.4	-4	1	93	3	-14	5	1
COc1cc2ccccc2cc1C(=O)N(CCN(C)C)c1nc2ccc(Br)cc2s1	-11	-8	2.2	-12	-5	89	-5	11	7	13
COc1ccccc1CN1CCN(S(=O)(=O)c2ccc(C)cc2)CC1	7	-2	-1.3	-5	-3	107	5	-20	-1	-4
COCCNC(C)C(=O)Nc1ccc(Br)cc1 (stereo unspecified)	-16	-1	2.7	4	0	99	-3	4	-2	-5
Cc1cc(C)c2[nH]c(=O)c(CN(CC3CCCO3)S(=O)(=O)c3ccc4c(c3)OCCO4)cc2c1 (stereo unspecified)	-11	12	1.9	2	2	101	4	-46	3	-4
Cc1cccc(C2c3[nH]c4ccccc4c3CCN2Cc2cccn2-c2ncccn2)c1 (stereo unspecified)	-24	3	5.0	-16	1	109	-3	18	1	2
COc1ccc(NC(=O)C2CCCN2C(=O)OCc2ccccc2)cc1 (stereo unspecified)	5	10	-1.0	-1	0	93	7	-5	4	2
CCOc1cc(/C=N/NC(=O)CN(CCc2ccccc2)S(=O)(=O)c2ccc(NC(C)=O)cc2)ccc1O	-8	-7	1.3	-12	4	99	-1	3	-1	-1
Cc1ccc(S(=O)(=O)N2CC(=O)Nc3ccccc32)c(C)c1NS(C)(=O)=O	11	7	-2.3	-1	0	102	-1	5	-1	11
C=CC(C)Sc1nc2c(c(=O)n(C)c(=O)n2C)n1Cc1ccccc1Cl (stereo unspecified)	1	7	-0.1	-8	1	109	2	12	2	5
O=C(NCCN1C(=O)S/C(=C\c2ccccc2F)C1=O)C1CCN(S(=O)(=O)c2cccs2)CC1	17	-7	-3.2	-2	1	110	6	0	1	-3
CS(=O)(=O)NC1CCN(Cc2ccccc2)CC1	-10	9	1.9	0	-3	.	0	-6	-1	0
CNC(=O)CSc1nnc(-c2cccnc2)n1-c1ccc(C)cc1	16	0	-3.1	-14	0	99	4	0	0	35
CN(Cc1ccccc1)C(=S)NC(=O)c1cccs1	21	-11	-4.0	-11	0	106	-1	-1	2	-19
CCCC(C(=O)NC(C)(C)C)N(Cc1ccccc1Cl)C(=O)c1snc(C(N)=O)c1N (stereo unspecified)	-14	8	2.9	8	-7	98	8	3	10	-33
Brc1ccc(CN2CCN(c3ccccc3)CC2)o1	9	-2	-1.8	1	-6	114	-5	13	-4	-1
O=C(Nc1nccs1)c1ccc(Br)cc1	17	-1	-3.4	-14	-2	90	-6	-12	-4	8
Cc1ccc2nc(-c3cccnc3)c(NC3CCCCC3)n2c1	-7	-5	1.2	-6	0	98	-4	-5	2	2
O=C(NCCCCCCNC(=O)N1CCCCCC1)N1CCCCCC1	-13	0	2.0	3	3	85	4	3	-1	4
CCc1c(C(=O)NNC(=S)NCC(C)C)csc1C	19	1	-3.7	3	1	99	-2	-12	1	8
O=C(CSc1nnc(-c2cc(-c3cccs3)nc3ccccc23)o1)NC1CCCCC1	7	9	-1.3	1	0	100	3	5	-1	-7
Cc1ccc2[nH]c(C)c(CCN(Cc3cccnc3)C(=S)NC(C)(C)C)c2c1	11	8	-2.3	-13	1	106	-1	-13	4	3
COc1ccc(S(=O)(=O)N(C)C[C@H]2Oc3ccc(NC(=O)Cc4cn(C)c5ccccc45)cc3C(=O)N([C@@H](C)CO)C[C@@H]2C)cc1	-23	4	4.1	1	-2	103	4	3	1	3
CN(C(=O)CSc1nnc(-c2cccs2)o1)C1CCS(=O)(=O)C1 (stereo unspecified)	11	-6	-2.2	4	-4	95	4	-4	2	10
O=C(CN1CCOCC1)Nc1ccc([N+](=O)[O-])cc1	13	0	-2.8	5	2	108	1	4	-1	7
COc1ccc(/C=C/C(=O)Nc2cccc(S(=O)(=O)N3CCCC3)c2)cc1OC	10	-8	-2.0	3	-3	109	4	-3	1	41
Cc1cc(C(=O)N/N=C/c2cc(Br)ccc2OC(=O)c2ccccc2Cl)n[nH]1	-24	-2	5.3	-8	3	82	-4	32	4	-8
C[C@H](CO)N1C[C@H](C)[C@@H](CN(C)S(=O)(=O)c2cn(C)cn2)Oc2c(NC(=O)Nc3ccc4c(c3)OCO4)cccc2C1=O	9	8	-1.6	14	-3	100	-4	3	2	3
COc1ccc(Cl)cc1NC(=O)Cn1cccc1	-8	5	1.4	-3	-1	104	2	0	1	0
O=C(O)CCc1ccc(-c2cccs2)n1CCC(=O)O	-1	-4	0.1	-8	-1	102	6	0	0	-8
CCOc1ccc(CCNC(=O)CSc2ncn[nH]2)cc1OCC	3	0	-0.6	6	1	107	2	-7	-1	-10
Cc1ccc(N2CC(C(=O)OCC(=O)Nc3cc(C)on3)CC2=O)c(C)c1 (stereo unspecified)	11	-8	-2.2	-1	-1	100	-4	7	6	12

Three compounds out of the list above, ordered by the number in Arrestin-AP2 inh, falling:
structure	OPRM1-OPRD1 inv	PKA-R2B act	OPRM1-OPRD1 ag	PKA-R1A act	DAGLB inh	DSG3 Ab inh	V-ATPase pHluor	Arrestin-AP2 inh
Cc1ccc(N2CC(C(=O)OCC(=O)Nc3cc(C)on3)CC2=O)c(C)c1 (stereo unspecified)	11	-8	-2.2	-1	-1	100	-4	12
COc1ccc(Cl)cc1NC(=O)Cn1cccc1	-8	5	1.4	-3	-1	104	2	0
O=C(O)CCc1ccc(-c2cccs2)n1CCC(=O)O	-1	-4	0.1	-8	-1	102	6	-8
